HepG2 tox = counter-screen for TGF-b inhibitors: cytotoxicity in HepG2 cells; HepG2 CAGA-GFP viability, ATP luminescence, 18 h; Potency, µM (titrated, usually from 46.1 µM), for the others: top-dose activity change, negative = cytotoxicity, hits mostly cytotoxic; hit rate 0.76% among 410,000; AID 588856; note: potency is the fitted concentration of half-maximal effect; some results filed as inactive show a strong effect at the top dose
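HepG2 CAGA-GFP cells (1000/well, DMEM with 1% FBS) received compound, then TGF-beta at 500 pg/mL final, and were incubated 18 hours at 37 degrees C. Viability was read by CellTiter-Glo luminescence. Media-only wells were set as complete cell-killing and DMSO as no toxicity.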
Nrf2 block = inhibitors of Nrf2 signaling. hit rate 2.1% among 360,000. A549 ARE-Fluc reporter, luciferase luminescence, 18-24 h. Potency, µM (series often up to 46 µM), without a hit: top-dose activity change, negative = inhibition, most hits filed as inhibitors; note: potency is the fitted concentration of half-maximal effect; % is set by controls: 0 for no effect and ±100 for the full control effect; nearly all actives have a fitted effect of over 60% in size
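Concentration-response testing used A549 ARE_Fluc cells at 5000 cells/well. Following an 18-24 h compound incubation, viability was read by fluorescence (Ex 405/Em 525) and luciferase output by luminescence.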
ATXN2 expr inh = reduces ATXN2 reporter expression in HEK-293 cells. HEK-293 ATXN2-luciferase reporter, luminescence, 24 h. Potency, µM (highest dose often 57 µM), for the others: top-dose activity change, negative = inhibition, most hits filed as inhibitors. hit rate 0.72% among 360,000. AID 1745845; note: potency is the fitted concentration of half-maximal effect; % is set by controls: 0 for no effect and ±100 for the full control effect; nearly all actives have a fitted effect of over 55% in size
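ATXN2-luciferase reporter cells (luciferase flanked by upstream and downstream ATXN2 gene portions) were treated 24 h at 37 °C with compounds at up to 57 uM. SteadyGlo luminescence gave expression; GF-AFC fluorescence gave viability.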
TGFb inhibitor = inhibitors of TGF-b signaling; Potency, µM (series often up to 46.1 µM), for inactives: at the highest dose activity, negative = inhibition, usual class: inhibitors; HepG2 CAGA-GFP TGF-b/SMAD3 reporter, GFP fluorescence, 18 h; TGF-beta stimulated, 500 pg/mL final; AID 588855; hit rate 1.2% among 410,000; note: potency is the fitted concentration of half-maximal effect; % is set by controls: 0 for no effect and ±100 for the full control effect; nearly all actives have a fitted effect of over 65% in size
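Read-out: total well GFP (ex488/em500-530) summed from mean per-cell fluorescence. Cells: HEPG2 CAGA-GFP, 1% FBS DMEM, 18 h at 37 degrees C with 500 pg/mL final TGF-beta. Unstimulated wells served as the full-inhibition control; stimulated DMSO wells = 0%.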
ATXN viability = cell viability loss in ATXN counter-screen; S2 cells (HEK-293 line with an ATXN2-luciferase reporter) viability, CellTiter-Fluor protease fluorescence, 24 h; Potency, µM (top dose mostly 56.7 µM), hits mostly cytotoxic; hit rate 0.49% among 400,000; note: potency is the fitted concentration of half-maximal effect; nearly all actives have a fitted effect of over 40% in size
Nrf2 ARE act = Nrf2 pathway activation | AID 624171 | hit rate 0.31% among 410,000 | Potency, µM (top dose mostly 46.1 µM), for the others: at the top dose activation, hits mostly activators | AREc32 ARE-luciferase reporter (MCF7-derived line), luminescence, 24 h; note: potency is the fitted concentration of half-maximal effect; % of control where 0% means no effect; nearly all actives have a fitted effect of over 65% in size
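ARE activation measured as luciferase luminescence (Steady-Glo, 30 min RT) in AREc32_Fluc cells after 24 hr compound exposure at 37 deg C, 5% CO2; cells seeded overnight at 1000/well in OPTI-MEM, 5% FBS.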
A549 viability = kills or reduces viability of A549 cells in Nrf2 counter-screen; A549 ARE-Fluc cells, CellTiter-Fluor viability, 18-24 h; Potency, µM (series often up to 46 µM), without a hit: top-dose activity change, negative = cytotoxicity, most hits filed as inhibitors; hit rate 0.16% among 390,000; note: potency is the fitted concentration of half-maximal effect; % is set by controls: 0 for no effect and ±100 for the full control effect
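Cytotoxicity counterscreen: CellTiter-Fluor fluorescence was measured in A549 ARE_Fluc cells after 18-24 h of compound exposure in a concentration series. The subsequent BugLite luminescent read reports ARE-luciferase activity.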
IL1B secr inh = inhibitors of inflammasome signaling (IL-1 beta secretion); THP-1 LPS/ATP IL-1B secretion, AlphaLISA, 16 h; hits give low values; activity change, % at 57.5 µM; hit rate 4.7% among 360,000; in the data active = activity change below about -50%; inconclusive = mostly about -30% to -49%; note: % is set by controls: 0 for no effect and ±100 for the full control effect
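THP-1 cells pretreated 1 hr with compounds (up to 57.5 uM final), then stimulated with LPS (250 ng/mL final) plus ATP (1.25 mM final); secreted IL-1B measured by AlphaLISA after 16 hr, decreased signal indicating inhibition.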
MCF10A rerep = induces DNA re-replication in MCF 10a normal breast cells | MCF 10A DNA re-replication, Hoechst nuclear intensity, 48 h | AID 624296 | hit rate 2.9% among 350,000 | Potency, µM (doses to about 46.1 µM), inactives show top-dose activity, positive = re-replication, actives largely listed as activators; note: potency is the fitted concentration of half-maximal effect; % of control where 0% means no effect; nearly all actives have a fitted effect of over 50% in size
* hit, by the source's call; i = inactive; ? = inconclusive; · = no result given; [ ] = dose if it differs, or a comment. Unless noted, calls come from the whole dose curve; as a rule, active = well fitted curve in the direction sought with a large enough effect; inconclusive = small, poorly fitted or top-dose-only effect, or another doubt; inactive = no such curve, though single readings can be large; an effect the other way counts as inactive or inconclusive.

Sample of the layout:
Letter code: A = HepG2 tox; B = Nrf2 block; C = ATXN2 expr inh; D = TGFb inhibitor; E = ATXN viability; F = Nrf2 ARE act; G = A549 viability; H = IL1B secr inh; I = MCF10A rerep
CCOC(=O)NN1C(=O)c2ccccc2NC1c1cccnc1 (stereo not given)
  A: 10%	B: -4%	C: -5%	D: 20%	E: ?	F: 0.3%	G: 0%	H: -5	I: -5%

CCn1cc(S(=O)(=O)Nc2cccnc2)cn1
  A: 5%	B: 4%	C: 6%	D: -4%	E: i	F: 2.5%	G: -2%	H: 17	I: 3%

O=C(O)c1cccc(NC(=O)c2ccccc2NC(=O)c2cccc([N+](=O)[O-])c2)c1
  A: -11%	B: 4%	C: ·	D: -2%	E: i	F: -0.1%	G: 10%	H: -5	I: 1%

Main list, previewed entries included:
Letter code: A = HepG2 tox; B = Nrf2 block; C = ATXN2 expr inh; D = TGFb inhibitor; E = ATXN viability; F = Nrf2 ARE act; G = A549 viability; H = IL1B secr inh; I = MCF10A rerep
CCOC(=O)NN1C(=O)c2ccccc2NC1c1cccnc1 (stereo not given)
  A: 10%	B: -4%	C: -5%	D: 20%	E: ?	F: 0.3%	G: 0%	H: -5	I: -5%

CCn1cc(S(=O)(=O)Nc2cccnc2)cn1
  A: 5%	B: 4%	C: 6%	D: -4%	E: i	F: 2.5%	G: -2%	H: 17	I: 3%

O=C(O)c1cccc(NC(=O)c2ccccc2NC(=O)c2cccc([N+](=O)[O-])c2)c1
  A: -11%	B: 4%	C: ·	D: -2%	E: i	F: -0.1%	G: 10%	H: -5	I: 1%

CSc1cccc(NC(=S)Nc2cc(C)ccc2C)c1
  A: 5%	B: 3%	C: 2%	D: -18%	E: i	F: 0.4%	G: -12%	H: -12	I: 2%

COc1ccc(/C=C/C(=O)O)cc1S(=O)(=O)N1CCc2ccccc2C1
  A: -1%	B: -13%	C: -1%	D: 4%	E: i	F: -0.5%[9.22 µM]	G: 10%	H: -8	I: ?

O=C(CSc1nccn1-c1ccc(F)cc1)NCc1ccc(F)cc1
  A: 4%	B: -3%	C: -31%	D: 20%	E: ?	F: -0.4%	G: 3%	H: -2	I: -2%

CCCCn1c(C(C)NC(=O)CCC)nc2ccccc21 (stereo not given)
  A: 3%	B: 14%	C: -23%	D: 0%	E: ?	F: 0.1%	G: 7%	H: 30	I: 1%

CCCCC(O)(c1ccccc1)C(CN1CCOCC1)c1ccccc1 (stereo not given)
  A: -26%	B: 1%	C: -19%	D: -19%	E: i	F: 2.3%	G: 3%	H: -5	I: -9%

Cc1noc(C)c1C(=O)OC(C)C(=O)Nc1ccc(C(N)=O)cc1 (stereo not given)
  A: 43%	B: -1%	C: ·	D: 32%[activator]	E: i	F: -0.6%	G: 0%	H: 7	I: 0%

CCOc1ccc(CC(=O)NCCc2csc(-c3ccc(C(F)(F)F)cc3)n2)cc1
  A: -12%	B: ·	C: -3%	D: 5%	E: i	F: -0.5%	G: 15%	H: ·	I: ·

COC(=O)C(C(=O)Nc1cccc(C)n1)C1CCCCCC1 (stereo not given)
  A: -17%	B: -12%	C: -2%	D: -5%	E: i	F: -0.5%	G: 1%	H: -17	I: 1%

CSCC[C@H](NC(=O)c1cccc([N+](=O)[O-])c1C)c1nc2ccccc2[nH]1
  A: -11%	B: -14%	C: -11%	D: 17%	E: i	F: 2.8%	G: 8%	H: 0	I: 3%

COc1cc(C(=O)Nc2cccc(-c3cn4cccnc4n3)c2)cc(OC)c1OC
  A: -20%	B: 1%	C: 2%	D: -3%	E: i	F: 5.5%	G: 5%	H: -1	I: 19%

COc1ccc(CCNC(=O)c2ccc(Cn3c(SCC(=O)NCCC(C)C)nc4cc5c(cc4c3=O)OCO5)cc2)cc1OC
  A: 2%	B: ·	C: ·	D: -1%	E: ·	F: -0.3%	G: 1%	H: ·	I: ·

COc1ccc(CN2CCCC(C(=O)c3cccc(OC(C)C)c3)C2)cc1Cn1cccn1 (stereo not given)
  A: -28%	B: -11%	C: ·	D: ?	E: ?	F: 2.5%	G: -16%	H: -8	I: ?

CN1C(=O)/C(=C2\SC(=S)N(CCCCCC(=O)O)C2=O)c2ccccc21
  A: 9%	B: 30%	C: ·	D: -2%	E: i	F: 4.1%	G: 3%	H: 0	I: -4%

CCCNC(=O)COc1ccc2c(=O)c(Oc3ccccc3F)coc2c1
  A: -5%	B: -1%	C: 1%	D: -5%	E: i	F: -0.8%	G: -1%	H: 3	I: -1%

Cc1ccc(S(=O)(=O)c2cc3c(=O)n4ccccc4nc3n(CC3CCCO3)c2=N)cc1C (stereo not given)
  A: -11%	B: -7%	C: -10%	D: 4%	E: i	F: -0.9%	G: -5%	H: 31	I: -17%

Cc1cccc(NC(=O)CCNC(=O)c2ccc(Br)cc2)c1
  A: -10%	B: ?	C: 18%	D: -22%	E: i	F: 2.9%	G: 2%	H: 29	I: 3%

CCC(CC)C(=O)Nc1cccc(C(=O)N2CCCCCC2)c1
  A: -2%	B: ?	C: 4%	D: -2%	E: i	F: 0.2%	G: -1%	H: 6	I: 21µM*

CCC(C)NC(=O)Cn1c(=O)n(Cc2ccc(C(=O)NCc3ccc(C)cc3)cc2)c(=O)c2ccccc21 (stereo not given)
  A: -10%	B: ?	C: 4%	D: 3%	E: i	F: -0.4%	G: -17%	H: ·	I: ·

O=C(O)C1C2CCC(O2)C1C(=O)NCc1ccc(Cl)cc1 (stereo not given)
  A: -3%	B: 1%	C: 22%	D: -6%	E: i	F: 1.1%[9.22 µM]	G: 12%	H: -5	I: -3%

CCOC(=O)Cn1c(=O)c(-c2ccccc2NC)nc2ccccc21
  A: 4%	B: ·	C: -2%	D: 6%	E: i	F: 0.2%	G: -8%	H: -1	I: -6%

CSCCC(NC(=O)C1CCC(C)CC1)C(=O)N1CCN(c2ccccn2)CC1 (stereo not given)
  A: 0%	B: 22%	C: 0%	D: 1%	E: i	F: 0.0%	G: -3%	H: -6	I: 4%

Cn1c(=O)cc(N)n(-c2ccccc2)c1=O
  A: 49%	B: -4%	C: 5%	D: 30%	E: i	F: -0.4%	G: 0%	H: 11	I: -10%

COc1cccc(OC)c1C(=O)NCCc1ccccc1
  A: -9%	B: -8%	C: -10%	D: -1%	E: i	F: 0.5%	G: -2%	H: 25	I: 1%

N#CCC(=O)N/N=C/c1ccc(Cl)cc1
  A: 37%	B: 7%	C: 14%	D: 21%	E: i	F: 5.5%	G: 6%	H: -5	I: 1%

CC1CCCN(C(=O)CCCC(=O)N2CCCC(C)C2)C1 (stereo not given)
  A: -3%	B: 24%	C: ?	D: 1%	E: i	F: -0.6%	G: 2%	H: 11	I: -19%

COc1cnc(-c2ccccc2)nc1Oc1ccc(C(C)(C)C)cc1
  A: -62%	B: 4%	C: -13%	D: -23%	E: i	F: -0.6%	G: ?	H: -1	I: ?

COc1ccccc1CNC(=O)c1cnc2ccccn2c1=O
  A: -4%	B: 13%	C: 3%	D: 13%	E: i	F: 0.0%	G: -3%	H: -1	I: -13%

CCCCN1C(=O)C(CC(=O)NCCN2CCOCC2)CC(C(=O)N2CCCCCC2)=C1C (stereo not given)
  A: ·	B: ·	C: 19%	D: ·	E: ?	F: -0.1%	G: ·	H: 24	I: ·

O=C(c1cccc(Cl)c1)N1CCC(C(=O)N2CCN(Cc3ccccc3)CC2)CC1
  A: -17%	B: -27%	C: -5%	D: -2%	E: i	F: 1.7%	G: 7%	H: 2	I: -4%

CCCCCCC(=O)Nc1nc(C)c(-c2csc(Nc3cccc(OC)c3)n2)s1
  A: -19%	B: -26%	C: -3%	D: ?	E: i	F: 7.4%	G: 2%	H: -17	I: 20%

Cc1ccc(NC(=O)c2cnn(-c3ccccc3)c2C)cc1
  A: -4%	B: ?	C: ·	D: -9%	E: ?	F: 0.8%	G: -1%	H: ?	I: -6%

Cc1csc(N(C(=O)c2cccc(S(=O)(=O)N(C)C)c2)c2ccccc2)n1
  A: -37%	B: 6%	C: 10%	D: ?	E: i	F: 3.7%	G: -5%	H: -14	I: -4%

CCOC(=O)c1cc(C(C)(C)C)n(CCCN2CCOCC2)c1C
  A: -6%	B: 2%	C: ·	D: 13%	E: i	F: 0.7%	G: 8%	H: -9	I: -1%

COc1ccc(C(=O)NC2CCCc3c2cnn3-c2cc(F)cc(F)c2)c(OC)n1 (stereo not given)
  A: 2%	B: -10%	C: -4%	D: 2%	E: i	F: 0.4%	G: -14%	H: 14	I: ?

CCNC(=O)C1CCCN(C(=O)Cc2ccc3ccccc3c2)CC1 (stereo not given)
  A: 2%	B: ·	C: 1%	D: 4%	E: i	F: -0.7%[9.22 µM]	G: ·	H: 37	I: ·

Cc1ccc(C(=O)Nc2ccc(S(=O)(=O)NC3=NCCCCC3)cc2)c(C)c1
  A: 3%	B: -13%	C: 4%	D: 3%	E: i	F: -0.5%	G: 2%	H: 15	I: 9%

Cc1ccc(N2C(=O)c3ccccc3NC2(C(=O)O)c2ccccc2)cc1Cl (stereo not given)
  A: 1%	B: ?	C: 77%[activator]	D: 1%	E: i	F: -1.0%	G: -18%	H: 2	I: -1%

COc1ccc(CCNC(=O)Cn2cc(C(=O)c3ccccc3)c(=O)c3ccc(C)nc32)cc1OC
  A: -5%	B: ?	C: -2%	D: 25%	E: i	F: 0.4%	G: 0%	H: ·	I: ·

O=C(NC1CCCCC1)C(c1ccc(F)cc1)N(Cc1ccco1)C(=O)Cn1nnc2ccccc21 (stereo not given)
  A: -21%	B: -6%	C: -8%	D: -1%	E: ?	F: -0.1%	G: 0%[1.84 µM]	H: 9	I: -7%

Cc1c(NC(=O)C(C)OC(=O)COc2ccccc2)c(=O)n(-c2ccccc2)n1C (stereo not given)
  A: 5%	B: 21%	C: -11%	D: 6%	E: i	F: -0.1%	G: -7%	H: 28	I: -1%

The order is random. Share with any hit: about 8.8%.
